All columns: NCI-60 one-dose screen, growth in % after 48 h at 10 µM unless noted; 100 = growth as untreated, 0 = no growth, -100 = all killed.
SK-MEL-2: SK-MEL-2 melanoma; hit rate 4.7% among 77,000; AID 1794763
SK-MEL-5: SK-MEL-5 melanoma. hit rate 6.4% among 80,000. AID 1794755
UACC-62: UACC-62 melanoma. hit rate 5.4% among 81,000
UACC-257: UACC-257 melanoma | AID 1794764 | hit rate 4.4% among 78,000
M14: M14 melanoma; hit rate 6.2% among 80,000
MALME-3M: MALME-3M melanoma; hit rate 5.8% among 78,000
SK-MEL-28: SK-MEL-28 melanoma; AID 1794761; hit rate 4.1% among 81,000
MDA-MB-435: MDA-MB-435 melanoma. hit rate 7.8% among 82,000. AID 1794794
The depositor's hits bear a star; / = not tested or not shown; & = joins results of further samples. Rule for the calls: active = growth percent below 10; inactive = the rest.

SMILES	SK-MEL-2	SK-MEL-5	UACC-62	UACC-257	M14	MALME-3M	SK-MEL-28	MDA-MB-435
O=c1ccc(N=Nc2ccccc2)ccc1Cl	78	56	56	75	47	55	92	41
O=C(N/N=C/c1ccc(F)cc1F)c1cc(-c2nc3ccccc3[nH]2)nc2ccccc12	98	92	81	114	110	117	105	100
FC(F)(F)c1ccc(-c2cn3nc(-c4c[nH]c5ccccc45)sc3n2)cc1	91	55	61	84	73	72	76	79
O=C1CCC(c2ccccc2)N1c1ccccc1 (centres undefined)	94	95	91	96	94	106	103	101
N#CCc1nc(N)nc(Nc2ccc(S(N)(=O)=O)cc2)n1	116	101	98	101	104	100	105	108
C=C(C)[C@@H]1CC[C@]2(C(=O)OC)CC[C@]3(C)[C@H](CC[C@@H]4[C@@]5(C)C/C(=C/c6ccccn6)C(=O)C(C)(C)[C@@H]5CC[C@]43C)[C@@H]12	95	99	86	101	107	114	109	100
Cc1ccc(C(F)(F)F)cc1N1CCN(C(=O)[C@H]2C[C@H]2c2ccc(C(F)(F)F)nc2)CC1	89	82	75	93	97	94	100	103
Nc1[nH]n2cc(-c3ccc(Br)cc3)nc2c1N=Nc1ccc(S(N)(=O)=O)cc1	47	55	53	79	39	36	68	54
O=C1[C@H](CCC(O)c2ccc(F)cc2)[C@@H](c2ccc(O)cc2)N1c1ccc(F)cc1 (some centres undefined)	86	/	68	80	94	89	94	86
O=C(O)c1cc(N=C2C=CC(=C(c3ccccc3)c3ccc(Nc4ccc(Cl)c(C(=O)O)c4)cc3)C=C2)ccc1Cl	110	108	101	87	94	97	104	116
O=C(CSC(=S)N1CCOCC1)NC(=O)c1ccccc1	107	106	100	105	96	93	108	109
COc1ccc2cc(/C=C3\N=C(c4cc(OC)c(OC)c(OC)c4)OC3=O)c(OC)nc2c1	106	103	90	95	111	104	110	106
CC(=O)Nc1ccc(-c2cn(-c3cccc(C(=O)Nc4cccc(C(F)(F)F)c4)c3)nn2)cn1	70	101	87	94	97	75	98	94
OCc1ccc(Cl)cc1Cl	111	97	98	102	112	114	105	111
C=C1C(=O)C2CCC1C2 (centres undefined)	101	105	108	105	97	94	119	105
COc1ccccc1C1OC2=C(Nc3ccccc3N2)C1=O (centres undefined)	101	99	99	95	98	93	108	100
CC/C(N)=N/S(=O)(=O)c1ccc(N)cc1	94	99	99	96	99	101	106	108
COc1ccc(/C=C/C(=O)c2c(C)oc3nc[nH]c(=O)c23)cc1	93	89	84	/	95	96	100	89
Cc1nnc(NC(=O)c2nc(S(=O)(=O)Cc3ccc(F)cc3)ncc2Cl)s1	90	99	20	41	84	-13*	50	76
CC12SCC(C(=O)NCc3ccccc3Br)N1C(=O)c1ccccc12 (centres undefined)	86	91	82	76	107	98	104	97
COc1ccc(C2CC(c3ccccc3O)=NN2c2ccc(S(N)(=O)=O)cc2)cc1OC (centres undefined)	92	86	50	94	86	138	101	81
C[C@]12CC[C@H]3[C@@H](CC=C4C[C@@H](O)CC[C@@]43C)[C@@H]1CC[C@@H]2c1ccn[nH]1	120	74	83	89	105	101	103	92
COc1cccc(/C=C2\Oc3cc(OCCN4CCCC4)ccc3C2=O)c1	102	/	106	111	99	104	102	100
C/C=C(/C)C(=O)O[C@@H]1[C@H](OC(C)=O)[C@@]2(CO)C(CC1(C)C)C1=CCC3[C@@]4(C)CC[C@H](O[C@@H]5O[C@H](C(=O)O)[C@@H](O[C@@H]6O[C@H](CO)[C@@H](O)[C@H](O)[C@H]6O)[C@H](O)[C@H]5O[C@@H]5O[C@H](CO)[C@@H](O)[C@H](O)[C@H]5O)[C@](C)(CO)C4CC[C@@]3(C)[C@]1(C)C[C@H]2O (some centres undefined)	81	/	98	104	90	62	93	89

Quoted from the listing.
SK-MEL-28, COc1ccccc1C1OC2=C(Nc3ccccc3N2)C1=O (centres undefined) reads 108
SK-MEL-28, CC12SCC(C(=O)NCc3ccccc3Br)N1C(=O)c1ccccc12 (centres undefined) reads 104
SK-MEL-2, C[C@]12CC[C@H]3[C@@H](CC=C4C[C@@H](O)CC[C@@]43C)[C@@H]1CC[C@@H]2c1ccn[nH]1 reads 120
MALME-3M, COc1cccc(/C=C2\Oc3cc(OCCN4CCCC4)ccc3C2=O)c1 reads 104
MALME-3M, C=C1C(=O)C2CCC1C2 (centres undefined) reads 94
MDA-MB-435, OCc1ccc(Cl)cc1Cl reads 111
SK-MEL-28, COc1ccc(/C=C/C(=O)c2c(C)oc3nc[nH]c(=O)c23)cc1 reads 100

Later entries:
SMILES	SK-MEL-2	SK-MEL-5	UACC-62	UACC-257	M14	MALME-3M	SK-MEL-28	MDA-MB-435
COc1cc(-c2cc(-c3nc4ccc(Cl)cc4[nH]3)[nH]n2)cc(OC)c1OC	56	-5.6*	37	63	38	50	60	39
Cc1cc(C(=O)CSc2nc3ccccc3c(=O)[nH]2)c(C)n1C	88	98	91	/	112	88	121	101
CC(=O)OCCC/C(=C/c1cc2ccccc2c2ccccc12)[N+](=O)[O-]	-81*	-100*	-90*	/	-70*	-71*	-99*	-36*
O=C(/C=C/Nc1ccccc1)c1cc2cc(Br)ccc2oc1=O	113	100	93	102	98	106	99	98
COc1nc(OC)nc(-c2cnc3cc(OC)c(OC)c(OC)c3c2)n1	103	88	97	109	109	110	109	110
CC(C)(C)n1nnnc1C(Nc1nccs1)c1cc2cccc3ccc4cccc1c4c32 (centres undefined)	/	94	49	100	106	97	101	96
CCC1C(=O)COC1=O (centres undefined)	87	102	/	82	93	99	112	103
O=[P@@]1(c2ccccc2)O[C@H](COCc2ccccc2)[C@@H](OCc2ccccc2)[C@H](OCc2ccccc2)[C@H]1O	67	73	51	88	102	109	97	96
CCOC(=O)c1cccnc1Nc1ccc(NC(=O)Nc2ccc(Cl)c(C(F)(F)F)c2)cc1	37	68	45	58	43	51	44	53
CC(C)CCC1(CCO)C(=O)N=C(N)NC1=O (centres undefined)	113	104	103	102	106	/	124	110
COc1ccccc1CCC(=O)O	94	102	98	108	110	96	108	106
CC(C#N)(CCC(=O)O)N=NC(C)(C#N)CCC(=O)O (centres undefined)	94	105	90	111	103	104	110	103
Nc1ccc(OCc2ccccc2)cc1	102	97	100	110	103	/	105	113
O=C1/C(=C/c2cn(-c3ccccc3)nc2-c2ccccc2)SC(=S)N1CCc1ccccc1	108	101	98	113	102	104	118	98
Clc1ccccc1C1OC1c1ccccc1Cl (centres undefined)	112	96	106	/	97	86	99	101
O=C(OC1COC(n2c(=O)oc3ccc(F)cc32)C(OC(=O)c2ccccc2)C1OC(=O)c1ccccc1)c1ccccc1 (centres undefined)	105	103	113	93	108	102	/	108
CCCC(O)(c1ccccc1)C(c1ccccc1)c1ccccn1 (centres undefined)	100	104	90	103	97	126	108	92
N=C(N)c1ccc(-c2ccc(-c3ccc(Cl)cc3)o2)o1	82	76	-67*	53	20	91	97	-89*
O=C1NC(=O)/C(=C2\CCOC2=O)N1	116	108	107	99	106	110	105	98
COC(CCc1ccccc1)OC	103	108	110	122	112	/	112	102
COc1ccc(OC)c(/C=C2/C=C(c3ccccc3)N(CCc3ccc(S(N)(=O)=O)cc3)C2=O)c1	98	96	82	88	94	97	128	107
Clc1ccc(C(Cl)(c2ccc(Cl)cc2)C(Cl)(Cl)Cl)cc1	88	99	95	74	89	82	100	106
O=C1OCCN1CCO	109	102	100	94	95	102	100	103
C#CCN1CC(=O)N2[C@@H](c3ccccc3)SC[C@H]2C1=O	111	112	108	109	116	115	111	101
Nc1nc(-c2ccccc2)c(N=Nc2ccc(Br)cc2)s1	91	100	65	105	85	106	94	88
COCc1cc2c(cn1)CN(C(=O)Nc1nc(-c3cncs3)ccc1N)C2	99	107	100	119	96	114	100	109
Nc1cc2ccccc2c(=O)n1NC(=O)c1ccc(Cl)cc1	104	101	96	100	111	101	103	102
CC/C(C)=C(\C)C(=O)O	102	103	112	92	104	100	111	99
COc1cc(/C=C/C(=O)NCCn2c(C(F)(F)F)cc3ccccc32)cc(OC)c1OC	98&96	67&77	67&82	89&87	87&93	82&87	94&97	91&93
O=C(CCl)Nc1ccc2c(c1)C(=O)c1ccccc1C2=O	19	-83*	-55*	36	-32*	-62*	35	13
Cn1c(SC(C(=O)Nc2ccc(F)cc2)c2ccccc2)nc2ccccc2c1=O (centres undefined)	104	104	95	96	/	88	114	101
C=CCn1c(SCC(=O)Nc2ccc(C(=O)/C=C/c3ccc(OC)cc3)cc2)nnc1-c1cc(-c2ccc(Cl)cc2)nc2ccccc12	105	90	69	111	98	109	100	97
CC(c1ccccc1)C(OC(=O)c1cccc([N+](=O)[O-])c1C(=O)O)c1ccccc1 (centres undefined)	101	107	99	115	102	105	113	110
CCN(CC)c1cc(C)c(Cc2c(OC)ccc3ccccc23)cc1C	94	99	80	97	91	102	100	104
CCCCCCNC(=O)Nc1ncnc2c1ncn2-c1ccccc1	91	98	98	105	104	115	104	102
Cc1ccsc1[C@@H]1C[C@@H]2Cc3cc(Br)c4ccccc4c3N1O2	107	101	90	92	118	104	103	83
Cc1cc(C)c(NC(=O)N(CCCl)N=O)cc1C	123	106	92	102	112	101	102	102
O=C(C[N+]12CN3CN(CN(C3)C1)C2)c1ccc(Cl)cc1	112	101	89	102	104	108	125	112
Nc1nnc(-c2cccnc2)s1	100	106	99	92	106	129	115	105
CC(=O)c1sc(Nc2nc(O)c(C3=c4cc(F)ccc4=NC3=O)s2)nc1C	90	87	80	92	91	77	100	101
Cc1c(C(=O)NC(Cc2ccccc2)C(O)C(N)=O)[nH]c2ccccc2c1=O (centres undefined)	103	101	91	99	100	103	99	102
Cc1ccc(-c2nn(-c3ccccc3)cc2C2CC(c3cc4ccccc4oc3=O)=NN2c2ccccc2)cc1 (centres undefined)	98	98	85	106	95	93	104	105
O=[N+]([O-])c1ccc(OC2OCC(O)C(O)C2O)cc1 (centres undefined)	111&128	103&109	108&105	125&97	109&108	104	121&107	109&97
Cc1cc2nc(C(Cl)Cl)nc(-c3ccc(Cl)cc3)n2n1	49	41	48	31	-20*	-17*	18	-25*
CN(C)CCCNC(=O)C(c1ccccc1)c1ccccc1	96	103	99	/	101	104	109	108
O=C1OCCN1CCCl	110	105	99	99	101	103	100	102
O=C(O)CNc1ccc([N+](=O)[O-])cc1	95	104	108	101	106	97	110	113
CCCCNC(=O)Oc1ccc(/C(=C(\C)c2ccc(Cl)cc2)c2ccc(OCCN3CCCCC3)cc2)cc1	99	74	83	36	68	82	80	74
CCN(C(=O)Nc1ccccc1)c1ccccc1	110	93	103	99	114	95	106	101
Nc1nccc2c1ccn2-c1cccc(NC(=O)c2ccc(N3CCOCC3)c(C(F)(F)F)c2)c1	-6.7*	-44*	14	59	16	40	47	2.0*
Oc1ccccc1C=Nc1ccc2[nH]ncc2c1	108	98	95	105	100	107	95	103
Nc1cc(=O)[nH]c(SCC(=O)Nc2nc(-c3ccc(Cl)cc3)cs2)n1	100	93	93	103	97	105	119	100
Nc1cc(Nc2ccc(I)cc2)nc(N)n1	107	103	110	100	110	/	108	103
CCCCc1ccc(C(CC(=O)c2ccc(Br)cc2)c2ccc(Br)cc2)cc1 (centres undefined)	89	101	87	100	98	106	92	104
Nc1nc(C(=O)N/N=C/c2ccc([N+](=O)[O-])cc2)nn1-c1ccc(S(N)(=O)=O)cc1	109	101	99	101	91	99	107	96
Nc1nc(NS(=O)(=O)c2ccc(Cl)cc2)ncc1-c1nc2ccccc2[nH]1	115	102	102	104	109	109	101	103
CCC(=O)O[C@H](CC(=O)O)C[N+](C)(C)C	/	110	103	99	113	121	110	103
O=C(NC(=S)Nc1ccc(Cl)cc1)c1ccccc1	108	102	85	97	100	112	96	97
O=[N+]([O-])c1cnc2ccccc2c1N[C@@H](CO)c1ccccc1	96	97	90	113	97	112	111	101
CSc1ncnc2nn(C3OC(COC(=O)c4ccccc4)C(OC(=O)c4ccccc4)C3OC(=O)c3ccccc3)nc12 (centres undefined)	93	94	86	99	103	97	107	101

(further entries)
SMILES	SK-MEL-2	SK-MEL-5	UACC-62	UACC-257	M14	MALME-3M	SK-MEL-28	MDA-MB-435
Cc1c(C)[n+](=O)c2ccccc2n1[O-]	116	103	101	103	99	/	118	113
COc1cccc(/C=C2\SC(=S)NC2=O)c1	100	104	91	101	102	/	108	113
O=C1Nc2ccc(Cl)cc2/C1=N/N=C/c1coc2ccc(F)cc2c1=O	102	98	92	116	109	111	106	102
CC(=O)Nc1ccc(-c2nc(-c3cccc(O)c3)c(-c3ccnc(Br)c3)[nH]2)cc1	90	92	39	85	78	57	70	/
COc1c(F)ccc(C(=O)Nc2ccc3nc(NC(=O)C4CCCN(S(=O)(=O)c5ccc6c(c5)CCC6)C4)sc3c2)c1F (centres undefined)	62	50	67	55	80	78	86	71

Four of the compounds above, with each value named:
Cc1c(C)[n+](=O)c2ccccc2n1[O-]
- SK-MEL-2 = 116
- SK-MEL-5 = 103
- UACC-62 = 101
- UACC-257 = 103
- M14 = 99
- MALME-3M = /
- SK-MEL-28 = 118
- MDA-MB-435 = 113
COc1cccc(/C=C2\SC(=S)NC2=O)c1
- SK-MEL-2 = 100
- SK-MEL-5 = 104
- UACC-62 = 91
- UACC-257 = 101
- M14 = 102
- MALME-3M = /
- SK-MEL-28 = 108
- MDA-MB-435 = 113
O=C1Nc2ccc(Cl)cc2/C1=N/N=C/c1coc2ccc(F)cc2c1=O
- SK-MEL-2 = 102
- SK-MEL-5 = 98
- UACC-62 = 92
- UACC-257 = 116
- M14 = 109
- MALME-3M = 111
- SK-MEL-28 = 106
- MDA-MB-435 = 102
CC(=O)Nc1ccc(-c2nc(-c3cccc(O)c3)c(-c3ccnc(Br)c3)[nH]2)cc1
- SK-MEL-2 = 90
- SK-MEL-5 = 92
- UACC-62 = 39
- UACC-257 = 85
- M14 = 78
- MALME-3M = 57
- SK-MEL-28 = 70
- MDA-MB-435 = /

Source: PubChem
